Screening data: PubChem BioAssay, Broad Institute
ERAP1 HTS inh = human ERAP1 aminopeptidase inhibitors, primary screen, biochemical, single point, plate reader. actives 0.15% (n = 340,000). inhibition, % at 10.7 µM. Endoplasmic reticulum aminopeptidase 1 (Homo sapiens), Q9NZ08. recombinant ERAP1, Leu-AMC fluorescence, 60 min;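 active means mean replicate inhibition of at least 30%, or all replicates individually reaching that 30% level; inactive means mean below 30% and not every replicate reaching it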;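 further: 0% = neutral control wells and 100% = L-leucinethiol positive control wells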
E-selectin induc = E-selectin induction in HUVECs, primary screen, imaging, HUVEC, immunofluorescence imaging, single point | normalized: neutral wells 0, TNF-alpha wells 100 | activation, % at 7.58 µM | actives 0.37% (n = 260,000) | P16581;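 active means mean E-selectin-positive cell signal at least 10% of the positive control, reached in at least 60% of replicates, without over 20% cell loss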;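 further: in these data hits start at about 27%; measured in HUVEC primary endothelial cells; signal is the percent of cells scored E-selectin positive by PE staining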
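Assay system: HUVEC primary endothelial cells. Input: 3,000 HUVEC seeded per well. Doses: one compound dose added by pin transfer. Read-out basis: % PE-positive cells. Benchmarks: TNF-alpha high, DMSO low. Detection: immunofluorescence imaging. Buffer or medium: EGM-2, gelatin.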
Cneo AK release = Cryptococcus neoformans cell lysis inducers, primary screen, AK release luminescence, single concentration | C. neoformans lysis, adenylate kinase release luminescence, 4 h; normalised: neutral wells 0, clomiphene wells 100 | lysis activity, % at 15 µM | actives 0.2% (n = 360,000);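 active means mean lysis activity across replicates of at least 80%, whatever share of replicates individually reach that level; inactive means mean lysis activity below 80%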
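read-out = cell lysis signal | test system = log-phase Cryptococcus neoformans yeast cells | input = cells at 5 × 10^6 per mL | medium = fresh YPD growth medium | signal = luminescent adenylate kinase detection reagent | timing = 4 h at 37 °C static, read 1 h later | dosing = single dose | controls = Clomiphene as positive lysis control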
PglD inh = C. jejuni PglD acetyltransferase inhibitors, primary screen, biochemical, DTNB colorimetric, single point. UDP-N-acetylbacillosamine N-acetyltransferase PglD (Campylobacter jejuni). purified PglD enzyme, DTNB colorimetric CoA detection. inhibition, % at 12.5 µM. actives 0.098% (n = 360,000). AID 602405, 2012; in the data active means inhibition above about 16%, passing the limit was not always enough; further: strong numbers were not always called active
PGC1a acetyl inh = inhibitors of PGC1a acetylation signal, primary screen, cell-based, U2OS, AlphaScreen, inhibitor mode; AlphaScreen anti-acetyl-lysine; with virally co-expressed GCN5 acetyltransferase; inhibition, % at 15.6 µM; actives 0.17% (n = 350,000); AID 651687, 2012;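 active means every replicate shows inhibition of at least 40%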;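 further: 0% = neutral control wells and 100% = positive control wells; some results beyond the cut were filed as inactive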
RAD52 anneal inh = RAD52 DNA annealing inhibitors, primary screen, biochemical, FRET, single point, set 2 | recombinant RAD52 DNA annealing, FRET fluorescence | DNA repair protein RAD52 homolog (Homo sapiens), P43351 | actives 0.46% (n = 360,000) | AID 651710, 2012 | inhibition, % at 18.7 µM;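 active means every replicate showing at least 50% inhibition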
RAD54 inh = inhibitors of human RAD54 branch migration, primary screen, biochemical, fluorescence, single point | DNA repair and recombination protein RAD54-like (Homo sapiens), Q92698 | RAD54 Holliday junction branch migration, FAM/BHQ fluorescence | inhibition, % at 10.4 µM | actives 0.14% (n = 360,000) | AID 602329, 2012;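 active means mean normalized replicate activity at least 40 and at least half of replicates scoring 40 or more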;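 further: 0% = median of neutral control wells and 100% = median of positive control wells; inhibitors cause a drop in the FAM fluorescence signal; in these data hits start at about 50%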
Target sequence (Q92698 whole entry, looked up): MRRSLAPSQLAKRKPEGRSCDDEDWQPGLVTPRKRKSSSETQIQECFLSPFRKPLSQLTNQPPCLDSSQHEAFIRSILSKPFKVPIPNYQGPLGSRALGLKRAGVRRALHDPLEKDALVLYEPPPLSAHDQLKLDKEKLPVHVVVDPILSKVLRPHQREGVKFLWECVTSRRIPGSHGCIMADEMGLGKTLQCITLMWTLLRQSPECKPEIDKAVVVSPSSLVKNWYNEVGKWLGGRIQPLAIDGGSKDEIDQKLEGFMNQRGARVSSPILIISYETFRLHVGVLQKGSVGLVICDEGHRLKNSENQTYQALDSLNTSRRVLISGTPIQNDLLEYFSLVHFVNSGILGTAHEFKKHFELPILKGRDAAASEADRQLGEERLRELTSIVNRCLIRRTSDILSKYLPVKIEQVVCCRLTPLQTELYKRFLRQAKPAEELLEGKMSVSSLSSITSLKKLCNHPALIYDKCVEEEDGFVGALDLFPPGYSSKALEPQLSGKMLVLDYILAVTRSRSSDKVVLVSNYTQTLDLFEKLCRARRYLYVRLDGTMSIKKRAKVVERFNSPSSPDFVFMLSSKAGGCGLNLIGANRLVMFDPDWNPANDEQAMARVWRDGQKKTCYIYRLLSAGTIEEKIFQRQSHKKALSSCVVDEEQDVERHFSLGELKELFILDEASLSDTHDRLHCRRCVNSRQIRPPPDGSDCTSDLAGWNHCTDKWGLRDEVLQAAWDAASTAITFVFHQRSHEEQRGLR
miR-122 sensor = miR-122 Renilla sensor signal increase in Huh7, primary screen, miR-122 inhibitor project, cell-based, single point, plate reader; Huh7 miR-122 Renilla luciferase sensor, 48 h; neutral wells = 0, positive control = 100; activation (reporter increase), % at 12.5 µM; actives 0.3% (n = 340,000);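 active means mean replicate activation score at least 90 and every replicate individually at or above 90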;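 further: higher luciferase means less miR-122 activity so hits act as miR-122 inhibitors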
* = called active by the depositor; . = not tested or not shown; & = joins results of further samples; [ ] = dose if it differs, or a comment.

Order of results: ERAP1 HTS inh | PglD inh | Cneo AK release | RAD54 inh | miR-122 sensor | E-selectin induc | PGC1a acetyl inh | RAD52 anneal inh
1: Cc1ccc(-n2ncc3c(=O)[nH]c(SC(C)C)nc32)cc1
 : -6 | 2 | 1 | -5 | -1 | 128* | -8 | -13
2: Cc1cc(C)n(C(=O)CNC(=O)c2cccc(F)c2)n1
 : -3 | -4 | -1 | 2 | -16 | . | 11 | -3
3: CCCCN(CCCC)S(=O)(=O)c1ccc(C(=O)Nc2nnc(CSC)o2)cc1
 : . | 6 | 0 | -9 | -1 | . | 6 | .
4: O=C(C[C@H]1C=C[C@@H](NC(=O)Nc2cccc(F)c2)[C@H](CO)O1)NCC1CC1
 : 0 | 0 | 1 | 4 | . | 0.6 | 6 | -1
5: COC(=O)C1(Cc2ccccc2)NC(c2ccc(F)cc2)C2C(=O)N(C)C(=O)C21 (configuration not stated)
 : . | -4 | 0 | -11 | 0 | . | -12 | .
6: O=C(OCC(=O)N1CCOCC1)c1ccccc1OCc1ccccc1Cl
 : -3 | 0 | -2 | 8 | -2 | . | 0 | -6
7: Cc1cccc2nc(C(F)(F)F)nc(=O)n12
 : . | 2 | -2 | -8 | -2 | . | 7 | .
8: COc1ccc(S(=O)(=O)N(C)CC(=O)Nc2ccc3c(c2)OCCO3)cc1OC
 : . | 5 | 1 | 3 | -1 | . | 0 | .
9: O=C(Cc1ccccc1[N+](=O)[O-])Nc1cccc(S(=O)(=O)NC2=NCCCCC2)c1
 : -2 | -3 | 3 | 3 | 17 | -0.1 | -7 | -11
10: COc1ccc(/C=C2/SC(=S)N(CCC(=O)N3CCN(C)CC3)C2=O)cc1
 : -5 | 0 | -1 | 0 | . | 9.0 | . | -5
11: Cc1ccc(S(=O)(=O)N2CCOCC2)cc1C(=O)N1CCN(S(=O)(=O)c2cccs2)CC1
 : 3 | -1 | 1 | -1 | 0 | 0.0 | 4 | 10
12: CCCCCCN1C[C@@H](n2cc(-c3ccc(F)cc3)nn2)[C@H](O)C[C@@H]1c1ccccc1
 : 3 | 3 | 7 | 3 | -2 | 2.9 | -9 | -1
13: CCC(=O)N1CC2(C1)CN(Cc1ccccc1Cl)[C@@H](CO)c1c2c2ccc(OC)cc2n1C
 : 0 | . | . | . | . | -0.4 | -9 | -34
14: Cc1ccc(O)c(-c2cc(C(F)(F)C(F)F)[nH]n2)c1
 : . | -2 | -2 | -13 | 15 | . | -6 | .
15: COc1cccc(CN2CC(C(=O)N3CCOCC3)CCC2=O)c1 (configuration not stated)
 : -2 | 0 | -1 | -6 | -1 | -0.1 | 8 | -11
16: COc1ccc(C(=O)Nc2c(N)nc(SCC(=O)Nc3ccc(NC(C)=O)cc3)[nH]c2=O)cc1
 : 1 | 2 | -1 | 12 | -3 | . | 5 | -4
17: COc1cccc(NC(=O)N2CC(=O)N3[C@@H](CO)[C@H](c4ccc(C#CC5CCCCC5)cc4)[C@@H]3C2)c1
 : -1 | . | . | . | . | -0.8 | 4 | 1
18: CO[C@@H]1CN(C)C(=O)c2ccc(NC(=O)Nc3ccccc3F)cc2OC[C@@H](C)N(CC2CC2)C[C@H]1C
 : 0 | 0 | 0 | 5 | . | 0.0 | 4 | -20
19: CC1(C)NC(=O)N(CC(O)CN(c2ccccc2)S(=O)(=O)c2ccccc2[N+](=O)[O-])C1=O (configuration not stated)
 : -2 | 4 | -6 | -14 | 0 | . | . | -13
20: CCCCNc1c(-c2ccc(-c3ccc(OC)cc3)c(OC)c2)nc2ccccn12
 : -6 | 3 | -5 | -17 | 0 | -0.1 | -5 | 8
21: C[C@H](CO)N1C[C@H](C)[C@@H](CN(C)C(=O)Nc2ccc3c(c2)OCO3)Oc2ccc(NC(=O)CCN3CCOCC3)cc2C1=O
 : 2 | -1&-5 | 1&5 | 6&-15 | -1[16.7 µM] | -0.8&-0.1 | -3 | 4&-9
22: CC(=O)N1[C@H](CN(C)C(=O)C2CCC2)[C@@H](c2ccccc2)[C@@H]1CO
 : 2 | -2 | -1 | -5 | 21[16.7 µM] | 0.0 | 9 | -1
23: COc1ccc(C(=O)Oc2c(CN3CCOCC3)cc(Cl)c3cccnc23)cc1
 : . | -7 | 0 | -4 | -25 | . | 2 | .
24: O=C(NNS(=O)(=O)c1ccccc1[N+](=O)[O-])c1cccc([N+](=O)[O-])c1
 : 2 | 2 | 5 | 3 | -1 | . | 10 | 5
25: O=[N+]([O-])c1cc(S(=O)(=O)N2CCOCC2)ccc1OCc1cccc(Cl)c1
 : -4 | 4 | -5 | -4 | . | 3.5 | . | -6
26: CC1CCCC(NC(=O)c2ccncc2)C1C (configuration not stated)
 : -1 | 1 | -2 | -11 | 0 | 0.5 | -4 | -16
27: CCCC#Cc1cnc2c(c1)C(=O)N([C@@H](C)CO)C[C@H](C)[C@@H](CN(C)C)O2
 : 5 | -2 | -2 | 0 | -2[16.7 µM] | -0.5 | 0 | 14
28: CCCNC(=O)N1CC2(C1)CN(Cc1ccc(F)cc1)[C@H](CO)c1[nH]c3cc(OC)ccc3c12
 : 0 | . | . | . | . | 0.0 | -5 | -11
29: CCOC(=O)N1CCC(NS(=O)(=O)c2cc3c(cc2Cl)NC(=O)CO3)CC1
 : . | -6 | 10 | 4 | -19 | . | . | .
30: COc1ccc(CN(C)C(=O)C(CCSC)NS(=O)(=O)c2ccc3c(c2)OCCO3)c(OC)c1OC (configuration not stated)
 : 0 | 0 | 0 | 4 | -6 | . | 9 | -1
31: CN(C)S(=O)(=O)c1cccc(NC(=O)COC(=O)COc2ccc(Br)cc2)c1
 : 0 | -3 | 0 | 17 | 25 | 0.8 | 2 | -6
32: Cc1noc(C)c1C(=O)N1CCCC(N2CCN(c3cccc(C(F)(F)F)c3)CC2)C1 (configuration not stated)
 : 0 | 1 | 0 | 7 | . | 0.0 | . | -8
33: CCC(=O)c1ccc(OCC(=O)Nc2nn3cnnc3s2)cc1
 : . | -3 | 0 | 2 | 0 | . | 4 | .
34: COc1cccc(/C=N/NC(=O)c2nnn(-c3nonc3N)c2CN(C)C2CCCCC2)c1
 : -1 | 0 | 0 | -4 | -5 | . | 1 | -8
35: C[C@@H]1CN([C@H](C)CO)C(=O)c2cc(C3=CCCCC3)cnc2O[C@@H]1CN(C)C(=O)Nc1cccc(F)c1
 : -2 | -2 | 6 | 1 | 14[16.7 µM] | -0.2 | 6 | 15
36: COc1cc(/C=C/c2nc3ccccc3s2)cc(OC)c1O
 : -4 | . | . | . | -5 | 3.3 | 3 | -256
37: N#Cc1ccc(-c2ccc([C@@H]3[C@@H](CO)N4C(=O)CN(C(=O)C5CCCCC5)C[C@H]34)cc2)cc1
 : 1 | . | . | . | . | -0.1 | 8 | -8
38: Cc1ccc(C(=O)COC(=O)C(C)N2C(=O)C3C4C=CC(C4)C3C2=O)cc1 (configuration not stated)
 : . | -1 | 1 | 5 | -2 | . | 18 | .
39: COc1ccccc1NC(=O)N1[C@@H](C#N)[C@@H](c2ccccc2)[C@@H]1CO
 : 1 | 1 | -1 | -5 | . | 0.3 | -9 | 3
40: C[C@@H]1CN([C@@H](C)CO)C(=O)c2cc(C#Cc3ccccc3F)cnc2O[C@H]1CN(C)C(=O)C1CCCCC1
 : -1 | -6 | 1 | -1 | -10[16.7 µM] | -0.3 | 8 | -5
41: COC(=O)c1ccc(NC(=O)CN2C(=O)CCC2=O)cc1
 : . | 0 | 2 | -3 | -1 | . | 6 | .
42: CCNC(=O)CCS(=O)(=O)c1ccc2ccccc2c1
 : . | 5 | 1 | -6 | -2 | . | . | .
43: CO[C@H]1CN(C)C(=O)c2ccc(NC(=O)Nc3ccccc3F)cc2OC[C@H](C)N(C(C)=O)C[C@@H]1C
 : -1 | -5 | 51 | -12 | -11[16.7 µM] | 0.0 | -1 | 14
44: CCCc1nc2ccccc2c(C(=O)OCC(=O)NCc2ccco2)c1CC
 : . | -2 | 0 | -8 | 8 | . | -13 | .
45: CCCNC1(C(N)=O)CCN(Cc2ccccc2)CC1
 : 1 | -1 | 6 | -3 | . | 0.0 | 1 | -7
46: O=C(CNC(=O)c1ccc(Cl)cc1)NNC(=O)c1ccc(Br)cc1
 : 4 | -2 | 2 | 3 | 1 | -0.2 | 3 | -5
47: Cc1ccc(-c2ccc([C@H]3[C@H]4CN(C(=O)CN5CCOCC5)CC(=O)N4[C@H]3CO)cc2)cc1
 : 0 | . | . | . | . | -0.1 | 14 | 2
48: C[C@@H]1CN([C@@H](C)CO)C(=O)c2cc(-c3ccc(F)cc3)cnc2O[C@@H]1CN(C)CC1CCCCC1
 : -15 | -1 | 5 | 3 | -6[16.7 µM] | . | -7 | -5
49: C[C@@H]1CN([C@@H](C)CO)C(=O)CCCn2nncc2CO[C@@H]1CN(C)Cc1ccc2cccnc2c1
 : 0 | 0 | 0 | -14 | 6[16.7 µM] | 0.1 | 0 | -4
50: O=C(NC1CCCCCCC1)c1cccs1
 : -2 | 7 | 3 | -6 | -1 | . | -5 | -5

Next section
Order of results: ERAP1 HTS inh | PglD inh | Cneo AK release | RAD54 inh | miR-122 sensor | E-selectin induc | PGC1a acetyl inh | RAD52 anneal inh
51: CCCCOc1ccc(C(=O)NCC(=O)NC2CCC(C)CC2)cc1 (configuration not stated)
 : 2 | -5 | -1 | 4 | . | . | . | -13
52: COCC#Cc1ccc2c(c1)O[C@H](CN(C)C(=O)C1CCCCC1)[C@H](C)CN([C@@H](C)CO)S2(=O)=O
 : 3 | -2 | -4 | -1 | 6[16.7 µM] | 0.0 | 3 | -18
53: CC(C)NC(=O)Nc1ccc2c(c1)C(=O)N([C@@H](C)CO)C[C@H](C)[C@H](CN(C)C(=O)Nc1ccc(F)cc1)OCCCC[C@@H](C)O2
 : 1 | -1 | -1 | 0 | -2[16.7 µM] | . | 10 | -7
54: CCCCCCC(=O)Nc1nc(C)c(-c2csc(Nc3cc(Cl)ccc3C)n2)s1
 : . | -1 | 4 | -4 | -2 | -0.1 | . | -2
55: O=C(O)c1ccccc1C(=O)OCCCc1ccncc1
 : -5 | -1 | 2 | 0 | -2 | 0.2 | 1 | -3
56: COc1ccc(OC)c(NC(=O)COc2coc(CN3CCCc4ccccc43)cc2=O)c1
 : -1 | -3 | 0 | -1 | -3 | -1.4 | -2 | -13
57: N#C[C@H]1[C@@H](c2ccc(-c3ccccc3F)cc2)[C@H](CO)N1C(=O)C1CCC1
 : 3 | 3 | 0 | 2 | . | 0.0 | -3 | -33
58: CCN(CC)C(=O)C1CCCN(c2ccc([N+](=O)[O-])cc2)C1 (configuration not stated)
 : 9 | . | . | . | . | -2.4 | -2 | 4
59: CC(=O)C1=CCC(c2ccc(C(C)C)cc2)N(S(=O)(=O)c2ccc(C)cc2)C1 (configuration not stated)
 : -1 | 1 | -2 | -3 | 23 | -0.2 | -23 | -4
60: COc1ccc(-n2cnc3c(cnn3CCC#N)c2=N)cc1
 : . | 6 | 2 | -9 | 0 | . | -3 | .
